Source: PubChem BioAssay (NCI)
Growth percent in the NCI-60 one-dose screen (48 h, 10 µM unless noted): 100 = growth as untreated, 0 = no growth, -100 = all killed.
CCRF-CEM: CCRF-CEM leukemia. hit rate 7% among 77,000. AID 1794778
K-562: K-562 leukemia; AID 1794777; hit rate 7.4% among 78,000
MOLT-4: MOLT-4 leukemia cells | hit rate 6.9% among 80,000
HOP-92: HOP-92 NSCLC cells; hit rate 6.3% among 71,000; AID 1794738
SR: SR leukemia cells; hit rate 8.7% among 73,000
RPMI-8226: RPMI-8226 leukemia cells | hit rate 7.5% among 77,000 | AID 1794781
HOP-62: HOP-62 NSCLC; hit rate 3.9% among 80,000; AID 1794735
MDA-MB-435: MDA-MB-435 melanoma | hit rate 7.8% among 82,000
* = called active by the depositor; / = no result given; & = joins results of further samples; [ ] = dose if it differs, or a comment. How the source made its calls: active means growth percent below 10; inactive means the rest.

The first 10 records, ahead of the listing:
SMILES	CCRF-CEM	K-562	MOLT-4	HOP-92	SR	RPMI-8226	HOP-62	MDA-MB-435
Cc1cc(C)nc(NS(=O)(=O)c2ccc(NC3Nc4nc5ccccc5nc4S3)cc2)n1 (stereo not given)	102	98	101	100	103	102	99	98
CC(=O)C1=CC=C(c2cc3cc(Br)ccc3oc2=O)NC1C (stereo not given)	107	90	95	/	80	95	76	101
Cc1ccc(NC(=O)N2CCN(C(c3ccc(F)cc3)c3ccc(F)cc3)CC2)cc1	74	/	60	60	81	82	94	88
CN(C)Cc1cc(S(=O)(=O)c2cc(CN(C)C)c(O)c(CN(C)C)c2)cc(CN(C)C)c1O	108	101	93	115	83	103	104	97
CC(C)(CCOC(=O)Nc1cccc2ccccc12)c1ccccc1	93	102	97	95	98	90	/	104
C[C@H]1C[C@H]2[C@@H]3CC[C@](O)(C(=O)CO)[C@@]3(C)C[C@H](O)[C@]2(F)[C@@]2(C)C=CC(=O)C=C12	56	103	/	84	106	81	73	98
Clc1cc(Cl)cc(N2N=C(c3ccc4c(c3)OCO4)CC2c2sc(Cl)nc2Cl)c1 (stereo not given)	97	96	92	98	92	94	109	97
O=C(O)c1cccc(-n2ncc(Cl)c(Cl)c2=O)c1	98	109	97	112	102	94	100	93
CN1CCN(c2ccc(-c3cnc4c(-c5csc6ccccc56)cnn4c3)cc2)CC1	17	3.4*	16	0.4*	/	-17*	-35*	-46*
C=CCC(=O)N[C@@H](Cc1ccc(-c2cc(Cl)cc(Cl)c2)cc1)[C@@H](O)[C@H](O)C(=O)OCC	104	90	98	97	94	102	82	103

The whole of this part, from the first entry:
SMILES	CCRF-CEM	K-562	MOLT-4	HOP-92	SR	RPMI-8226	HOP-62	MDA-MB-435
Cc1cc(C)nc(NS(=O)(=O)c2ccc(NC3Nc4nc5ccccc5nc4S3)cc2)n1 (stereo not given)	102	98	101	100	103	102	99	98
CC(=O)C1=CC=C(c2cc3cc(Br)ccc3oc2=O)NC1C (stereo not given)	107	90	95	/	80	95	76	101
Cc1ccc(NC(=O)N2CCN(C(c3ccc(F)cc3)c3ccc(F)cc3)CC2)cc1	74	/	60	60	81	82	94	88
CN(C)Cc1cc(S(=O)(=O)c2cc(CN(C)C)c(O)c(CN(C)C)c2)cc(CN(C)C)c1O	108	101	93	115	83	103	104	97
CC(C)(CCOC(=O)Nc1cccc2ccccc12)c1ccccc1	93	102	97	95	98	90	/	104
C[C@H]1C[C@H]2[C@@H]3CC[C@](O)(C(=O)CO)[C@@]3(C)C[C@H](O)[C@]2(F)[C@@]2(C)C=CC(=O)C=C12	56	103	/	84	106	81	73	98
Clc1cc(Cl)cc(N2N=C(c3ccc4c(c3)OCO4)CC2c2sc(Cl)nc2Cl)c1 (stereo not given)	97	96	92	98	92	94	109	97
O=C(O)c1cccc(-n2ncc(Cl)c(Cl)c2=O)c1	98	109	97	112	102	94	100	93
CN1CCN(c2ccc(-c3cnc4c(-c5csc6ccccc56)cnn4c3)cc2)CC1	17	3.4*	16	0.4*	/	-17*	-35*	-46*
C=CCC(=O)N[C@@H](Cc1ccc(-c2cc(Cl)cc(Cl)c2)cc1)[C@@H](O)[C@H](O)C(=O)OCC	104	90	98	97	94	102	82	103
COc1cc(N)c(C)c2c(C)ccnc12	86	87&102	111&98	102	104	95&95	94	105&107
Cc1c(C(=O)OCCCl)c(=O)n(-c2ccccc2)n1C	105	97	94	116	92	113	106	101
NNC(=O)C1CC2c3ccccc3C1c1ccccc12 (stereo not given)	83	/	105	/	89	90	112	106
CC(=O)N/N=C1/CC[C@@]2(C)C(=CC[C@H]3C4CCC(C(C)CCCC(C)C)[C@@]4(C)CCC32)C1(C)C (stereo not given in full)	90	95	86	76	86	93	90	95
COc1ccc2nc(Cl)c(C3C(C(N)=O)=C(N)Oc4n[nH]c(C)c43)cc2c1 (stereo not given)	105	85	95	109	89	101	100	112
CC1=NN(c2ccccc2Cl)C(=O)/C1=C\c1cn(S(=O)(=O)c2ccc(C)cc2)c2ccccc12	135	138	173	/	/	113	62	105
CC(C)COc1ccc(-c2nn(-c3ccccc3)cc2/C=C2\SC(=S)N(CCCCCCCCCCC(=O)O)C2=O)cc1	93	89	98	81	95	101	101	99
Cc1[nH]nc2c1C(c1cc3cc(Br)ccc3nc1Cl)C(C#N)=C(N)O2 (stereo not given)	93	91	93	103	89	89	95	103
O=C(/C=C/c1ccccc1O)c1ccccc1O	49	/	80	71	20	27	92	41
N#Cc1ccc2nc(-c3nonc3N)[nH]c2c1	93	123	99	147	92	94	111	108
CC(C)OC(=O)c1ccc2n1CCc1cnc(NC3CCCC3)nc1-2	94	48	92	113	76	96	/	93
Oc1ccccc1Nc1ccccn1	97	102	83	84	106	87	95	103
CN(C)CCC(C(=O)C(Br)Br)c1ccccc1 (stereo not given)	34	50	72	/	82	71	102	101
CC(C)Cc1cc(CN(C)CC(=O)NCCc2ccccc2)nn1-c1ccccc1	100	81	82	85	83	87	98	107
O=C(Nc1ccccc1)Nc1nc2ccccc2s1	67	/	/	78	/	78	77	97
CCC(=O)Oc1ccc(/C(=C(\C)c2ccccc2)c2ccc(OCCN3CCCCC3)cc2)cc1	85	17	61	86	20	63	76	81
COC(=O)C12C3C(=O)N(c4ccc(OC)cc4)C(=O)C3C(c3cn(-c4ccccc4)nc3-c3ccccc3)N1[C@H](c1cn(-c3ccccc3)nc1-c1ccccc1)[C@@H]1C(=O)N(c3ccc(OC)cc3)C(=O)[C@@H]12 (stereo not given in full)	102	117	105	100	104	97	101	102
N#Cc1c(N)nc2c(c(N)nn2-c2ccccc2)c1-c1ccc(Cl)cc1Cl	53	23	45	53	85	42	33	90
NC(=O)N1N=C(c2ccc(Cl)cc2)CC1c1cn(-c2ccccc2)nc1-c1ccccc1 (stereo not given)	86	85	61	97	101	84	94	104
CCCCCCCCn1ccc2cc(NC(=O)Cn3cc(CN4CCCC4)nn3)ccc21	/	2.3*	33	28	19	-66*	74	-72*
COc1ccc2[nH]c(C(=O)N3CCN(C(=O)OCc4ccc5c(Br)cc(Br)c(O)c5n4)CC3)cc2c1	-12*	2.2*	-22*	-84*	4.4*	-39*	-67*	-87*
Cc1cccc(/C=N/N=C2\C(=O)Nc3ccc(Br)cc32)c1	84	99	96	77	90	86	83	99
C[C@@]12Cc3ccccc3N[C@@H]1N(Cc1ccccc1)c1ccccc12	92	92	82	/	89	92	107	119
COc1ccc(-c2cc3c(=N)n(NC(=O)c4cccnc4)cnc3o2)cc1	103	92	98	104	98	104	102	102
COCCn1c(-c2csc(-c3cn(C)c4ccccc34)n2)cc2cccnc21	75	53	73	100	33	92	89	65
O=C(c1ccccc1)N1CCCCC1	99	101&103	97&93	93&97	88&88	99&107	92&114	105&108
Cc1ccc(O)c(CN(C)Cc2cc(C)ccc2O)c1	93	96	96	74	94	/	101	84
OCCNCCNc1c2ccccc2nc2ccccc12	65	70	17	81	44	91	61	89
S=c1[nH]cccc1-c1nnc2n1Nc1nc3ccccc3cc1CS2	105	99	104	100	96	99	90	106
O=c1[nH]nc(SC2CCCCC2)c(=O)[nH]1	106	84	89	82	98	102	94	105
ClCCOC1CC2CCC1C2 (stereo not given)	119	99	94	103	/	109	102	108
CC(C)(C)OC(=O)N1C(=O)c2c(c3c4ccc(Br)cc4oc3c3[nH]c4ccccc4c23)C1=O	91	88	96	83	68	94	100	94
c1ccc2c(-c3nc(-c4c[nH]c5ccncc45)cs3)c[nH]c2c1	2.5*	-32*	30	49	/	11	49	-80*
Cc1cc(CSc2ccccc2C(=O)NCc2ccccc2)on1	/	103	99	96	98	99	89	98
Nc1c(C(=O)Nc2cccc3cccnc23)sc2nc3c(cc12)C(=O)CCC3	101	91	96	89	82	102	101	107
NC(=O)/C=C/C(=O)c1c(Cl)cccc1Cl	-34*	-19*	-26*	-99*	-42*	-35*	-4.9*	-68*
CNC(=S)N/N=C/CSC/C=N/NC(=S)NC	20	16	49	101	6.3*	64	91	82
O=[N+]([O-])c1ccc2nc(-c3ccccc3)c(-c3ccccc3)nc2c1	91	85	91	100	68	97	91	98
O=S(=O)(Nc1ccsc1-c1nc(-c2ccccc2)no1)c1ccc(Cl)s1	105	102	102	79	/	91	75	90
O=C(CCCCCCC(=O)Nc1ccc(C(=O)/C=C/c2cn(-c3ccccc3)nc2-c2ccccc2)cc1)NNc1ccccc1	59	24	39	78	89	78	55	37
NCc1cn2cc(Cl)sc2n1	103	95	110	101	102	106	112	113
CCCCCCCCSC(=N)N	88&90	85&76	91&75	66	82&79	100&98	74&89	99&98
CCOC(=O)c1ccnc2ccc(O)cc12	/	101	98	107	92	94	102	108
O=C(NCCNc1nccc(-c2c(-c3cccc(O)c3)nc3sccn23)n1)c1cccc(C(F)(F)F)c1	38	56	61	84	97	44	114	22
CC(=O)c1ccc(Nc2nc(C(C)=O)c(C)s2)cc1	91	89	100	102	/	95	95	100
CCS(=O)(=O)Oc1ccc(-c2ccc3sccc3c2)cc1	92	83	83	115	105	94	108	96
CC(=O)Nc1ccc(NC(=O)c2ccoc2COc2ccc(C)cc2)cc1	107	94	93	103	90	102	97	98
O=C(Cn1nc(-c2cccc3ccccc23)ccc1=O)NCc1cccc(Cl)c1	44[50 µM]	20[50 µM]	21[50 µM]	26[50 µM]	22[50 µM]	24[50 µM]	72[50 µM]	46[50 µM]
Cc1ccc(S(=O)(=O)c2nc(S(=O)(=O)CCN3CCOCC3)sc2N2CCOCC2)cc1	76	78	78	97	92	96	102	102
COc1cccc(Cc2cc(-c3ccccc3)nn(Cc3ccccc3)c2=O)c1	69	48	39	52	61	43	78	82

(listing goes on)
SMILES	CCRF-CEM	K-562	MOLT-4	HOP-92	SR	RPMI-8226	HOP-62	MDA-MB-435
CC(=O)CC[C@H]1C(=O)N[C@@H](C(C)C)C(=O)N[C@@H](Cc2cc(O)cc(F)c2)C(=O)N2CCC[C@H](N2)C(=O)O[C@H](/C(C)=C/C=C/C(=O)OC(C)(C)C)C/C=C/C=C/[C@H](O)[C@H](C)[C@H]1O	46	22	49	55	17	37	45	43
CCCSc1nc2ccc(C)cc2cc1/C=[N+](\[O-])c1ccccc1	11	40	27	19	/	17	26	-24*
CC[C@]12C=CCN3CC[C@]4(C(=C(C(=O)OC)C1)Nc1cc(OC)c([C@@H]5[C@H]6O[C@H]6[C@@]6(CC)CC(C(=O)OC)=C7Nc8cc(O)ccc8[C@@]78CCN5[C@@H]68)cc14)[C@@H]32	-5.7*	-3.7*	-12*	-42*	-31*	-5.8*	32	-54*
CC(C)c1cc(C(C)C)c(C(=O)c2ccc([N+](=O)[O-])cc2)c(C(C)C)c1	71	72	77	78	73	50	137	88
CCc1ccc(Oc2cn[nH]c2-c2ccc(OCc3ccc(Cl)cc3)cc2O)cc1	86	90	70	107	95	77	100	94
O=C(Nc1ccc(OCc2ccc(Br)cc2)cc1)c1ccc2nc(NS(=O)(=O)c3ccc4ccccc4c3)sc2c1	104	95	96	91	108	105	92	102
CC(C)=N/N=C1/NC(=O)C(c2ccccc2)S1 (stereo not given)	95	109	108	/	116	109	103	105
C=C1C(=O)O[C@@H]2C[C@@H](C)[C@H](OC)CC(=O)[C@](C)(OC(C)=O)C[C@H](OC(=O)/C(C)=C\C)[C@@H]12	-13*	/	38	85	1.2*	68	90	83
COc1cccc(-c2c(C(=O)O)cc(O)c3ccc(OC)cc23)c1	78	91	92	/	81	/	91	112
COc1ccc(Nc2ncccc2/C=C\c2cc(OC)c(OC)c(OC)c2)cc1	76	/	74	/	41	61	73	65
Clc1cc(Cl)c(Cl)nc1Cl	105	110	104	89	100	105	96	100
C=C[C@]1(C)C=C2C(=O)[C@@]3(O)OC(=O)[C@@]4(CCCC(C)(C)[C@H]34)[C@@]2(O)CC1	-32*	1.7*	-14*	-88*	-11*	-25*	-1.3*	-91*
O=C1c2c(c3c4ccccc4n(CCCCCCN4CCOCC4)c3c3[nH]c4ccccc4c23)C(=O)N1O	/	-33*	66	/	-26*	/	/	56
C/C(Cc1ccccc1)=N/NS(=O)(=O)c1ccc([N+](=O)[O-])cc1	105	100	95	91	/	104	111	109
C[C@H]1[C@H](C)CC[C@]2(C(=O)N3CCOCC3)CC[C@]3(C)C(=CC[C@@H]4[C@@]5(C)C/C(=C/c6cccnc6)C(=O)C(C)(C)[C@@H]5CC[C@]43C)[C@H]12	52	29	35	46	65	21	61	69
Cc1ccc(/C=C/C(=O)c2ccc(NC(=O)COc3cccc4cccnc34)cc2)cc1	95	91	85	112	82	84	110	100
COc1ccc(Cc2nnc(SCC(=O)Nc3ccc(C)cc3)n2-c2ccccc2)cc1	92	91	85	91	83	102	93	114
CCN(CCO)c1ccc(N=Nc2ccc([N+](=O)[O-])cc2)cc1	95	82	94	97	97	108	105	107
COc1ccc(C2C=C(C)N=C3SC=CN32)cc1 (stereo not given)	101	109	107	90	119	107	110	107
O=C(O)c1ccccc1-c1ccccc1C(=O)Nc1ccc2c(c1)oc(=O)c1ccccc12	96	96	106	86	103	101	89	103
O=C(Cn1cc(CO)nn1)c1ccc(-c2ccccc2)cc1	103	84	99	/	89	104	106	107
O=C(Oc1cccnc1)c1sccc1Nc1ccnc(C(F)(F)F)c1	34	34	14	69	20	95	104	92
COc1ccc(/C=C/C(=O)C(=O)/C=C/c2ccc(OC)c(OC)c2)cc1OC	/	7.1*	23	109	4.8*	3.5*	93	12
COc1ccc(/C=C/C(=O)c2ccc(NC(=O)N3CCN(c4cc5c(cc4F)c(=O)c(C(=O)O)cn5C4CC4)CC3)cc2)cc1	102	97	97	104	69	100	99	100
COCCn1cc(-c2nc(-c3cn(CCOC)c4ncccc34)cs2)c2ccccc21	128	119	122	66	102	45	68	108
